KDM5B inh = Primary screen for KDM5B Histone Demethylases FDH-coupled qHTS; 220,000 compounds, 2.6% hits; Lysine-specific demethylase 5B (Homo sapiens), Q9UGL1; Potency, µM (highest dose often 57.7 µM), inactives show at the highest dose activity change, negative = inhibition, usual class: inhibitors; KDM5B demethylase, FDH-coupled NADH fluorescence (FDH is formaldehyde dehydrogenase); AID 1347165, 2019; active means well fitted inhibition curve with a large enough effect; inconclusive means small, poorly fitted or top-dose-only effect; inactive means no such curve, though single readings can be large or run the other way; further: 0% is about no effect; nearly all actives have a fitted effect of over 70% in size
Target sequence (Q9UGL1 whole entry, looked up): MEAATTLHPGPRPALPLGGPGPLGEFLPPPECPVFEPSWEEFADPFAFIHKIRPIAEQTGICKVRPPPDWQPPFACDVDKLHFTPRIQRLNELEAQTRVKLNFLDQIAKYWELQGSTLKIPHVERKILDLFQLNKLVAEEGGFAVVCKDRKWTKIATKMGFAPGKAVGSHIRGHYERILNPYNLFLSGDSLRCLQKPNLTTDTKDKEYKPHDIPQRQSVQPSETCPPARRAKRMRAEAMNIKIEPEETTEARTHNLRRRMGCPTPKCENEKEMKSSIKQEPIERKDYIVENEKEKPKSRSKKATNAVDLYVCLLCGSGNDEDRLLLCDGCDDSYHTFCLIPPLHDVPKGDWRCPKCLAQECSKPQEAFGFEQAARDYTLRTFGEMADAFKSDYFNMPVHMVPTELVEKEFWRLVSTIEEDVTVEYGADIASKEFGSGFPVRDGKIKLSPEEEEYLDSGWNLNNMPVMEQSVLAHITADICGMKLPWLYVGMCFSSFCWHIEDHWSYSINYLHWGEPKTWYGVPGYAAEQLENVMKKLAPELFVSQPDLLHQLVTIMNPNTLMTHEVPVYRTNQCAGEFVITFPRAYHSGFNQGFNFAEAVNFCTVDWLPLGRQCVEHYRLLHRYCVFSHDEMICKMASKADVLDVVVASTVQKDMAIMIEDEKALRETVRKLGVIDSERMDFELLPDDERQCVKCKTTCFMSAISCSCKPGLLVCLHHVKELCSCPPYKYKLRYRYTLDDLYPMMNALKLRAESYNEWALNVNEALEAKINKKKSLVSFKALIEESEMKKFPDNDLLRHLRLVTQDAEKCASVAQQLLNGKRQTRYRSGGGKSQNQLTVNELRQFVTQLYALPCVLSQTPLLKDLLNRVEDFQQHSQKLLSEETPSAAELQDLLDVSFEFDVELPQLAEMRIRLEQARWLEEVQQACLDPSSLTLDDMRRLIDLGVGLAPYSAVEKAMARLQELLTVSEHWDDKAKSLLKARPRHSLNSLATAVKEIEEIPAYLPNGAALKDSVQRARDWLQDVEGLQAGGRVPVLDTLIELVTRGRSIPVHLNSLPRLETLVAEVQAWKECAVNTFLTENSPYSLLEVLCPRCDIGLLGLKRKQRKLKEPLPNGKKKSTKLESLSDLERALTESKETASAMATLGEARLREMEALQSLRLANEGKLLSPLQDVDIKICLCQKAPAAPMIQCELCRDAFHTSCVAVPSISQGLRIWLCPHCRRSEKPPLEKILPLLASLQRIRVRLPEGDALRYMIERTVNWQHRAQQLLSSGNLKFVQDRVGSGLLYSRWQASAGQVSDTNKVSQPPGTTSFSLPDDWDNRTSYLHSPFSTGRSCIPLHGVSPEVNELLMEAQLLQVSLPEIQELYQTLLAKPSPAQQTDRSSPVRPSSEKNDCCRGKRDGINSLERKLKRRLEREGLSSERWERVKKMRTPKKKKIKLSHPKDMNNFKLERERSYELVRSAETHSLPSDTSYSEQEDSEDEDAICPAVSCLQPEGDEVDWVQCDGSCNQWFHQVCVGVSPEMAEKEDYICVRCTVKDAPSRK
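Measured: NADH fluorescence change, 30 min, RT. System: KDM5BΔAP 200 nM final, H3K4me3 peptide, α-KG, Fe(II), ascorbate, NAD⁺ plus FDH, pH 7.5 HEPES. Compounds: titrated, 10 min pre-incubation with enzyme.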
* = called active by the depositor; ? = inconclusive; & = joins results of further samples; [ ] = remark or other dose. Potency means the concentration at half of the fitted maximal effect. Some of the compounds tested; count on the stated rates, not on these rows.

SMILES	KDM5B inh
CC1CCN(S(=O)(=O)c2cc(C(=O)NCc3ccccc3)n(C)c2)CC1	12%
C[C@@H](NC(=O)c1cccnc1)c1onc(-c2cccnc2)c1C(=O)O	-38%[86.2 µM]
O=C(NCCn1ccn2nc(-c3ccc(F)cc3)cc2c1=O)c1cccs1	?
CN1CC(=O)N(c2ccccc2F)Cc2c1ncnc2N1CCOCC1	13%
CCCCNc1nc(-c2ccc(Cl)cc2Cl)cs1	9%
CC(=O)Nc1ccc(SCCCC(=O)c2ccc(F)cc2)cc1	14%
COc1ccccc1N1CCN(C(=O)c2c3c(nc4ccccc24)C(=O)N(C2CCCCC2)C3)CC1	-10%
O=C1Nc2ccccc2CN(C/C=C/c2ccccc2)C12CCNC2 (configuration not stated)	-16%[149 µM]
COc1ccc(-c2nc3c(c(=O)[nH]2)CCN(C(=O)Cc2ccc(OC)c(Cl)c2)C3)cc1	?
CN(CCN(C)C(C)(C)C)C(=O)C(c1ccccc1)c1ccccc1	?

In another format: 2 of the compounds above.
| SMILES | KDM5B inh |
| --- | --- |
| COc1ccccc1N1CCN(C(=O)c2c3c(nc4ccccc24)C(=O)N(C2CCCCC2)C3)CC1 | -10% |
| O=C1Nc2ccccc2CN(C/C=C/c2ccccc2)C12CCNC2 (configuration not stated) | -16%[149 µM] |

Later entries.
SMILES	KDM5B inh
O=C(Cc1c[nH]c2ccccc12)N1CCC(c2nc(CCOCC3CCCC3)no2)C1 (configuration not stated)	-20%
Cc1nc(C2CC(NC(=O)c3cnc(N)nc3C(F)(F)F)C2)cc(=O)[nH]1 (configuration not stated)	28µM*
COc1ccc(Cl)cc1NC(=O)N1CC(c2noc(-c3ccncc3)n2)C1	10%
Cc1ccc(Sc2ncccc2[N+](=O)[O-])cc1	1%
CCCS(=O)(=O)N1CCC(F)(c2nc(-c3ccccc3)no2)CC1	0%
Cn1c(=O)c(-c2cccc(Cl)c2)c(O)c2ccccc21	21%
Cc1noc(C)c1CNC(=O)C1CCCNC1 (configuration not stated)	-2%
COc1ccc(CCNC(=O)c2c(C)noc2-c2ccccc2Cl)cc1	5%
c1csc(CNCc2cccc3[nH]ccc23)c1	-13%
COCC(C)Nc1nccc(C2(c3ccccc3Cl)CCNCC2)n1 (configuration not stated)	22µM*
Cn1cc(CN2CC3(COCC(=O)N(Cc4cccc(OC(F)(F)F)c4)C3)C2)cn1	-24%[86.2 µM]
NC(=O)CN1CCC(C(=O)N2CCCC(CO)(CC3CC3)C2)CC1 (configuration not stated)	6%
NC(=O)c1ccc(NC(=O)C(c2ccccc2)c2ccccc2)cc1	18%
CCc1c(C)sc(NC(=O)c2ccccc2F)c1C#N	?
CC(C)c1nc2c(c(-c3ccc(O)cc3)n1)CCN(Cc1ccc(OC(F)(F)F)cc1)CC2	-30%
CCCOc1nc2ccccc2nc1N1CCC(C(=O)NC(C)c2ccccc2)CC1 (configuration not stated)	-4%
Cc1cc(C(=O)N2CCC(c3noc(-c4cnccn4)n3)C2)nn1C (configuration not stated)	3%
CNC(=O)[C@@H]1CN(S(=O)(=O)c2cccc(C)c2)C[C@H]1COC	16%
COc1ccc2[nH]cc(CCNC(=O)C3Cn4cccc4C(=O)N3C)c2c1 (configuration not stated)	-15%
CCOc1ccc2ncc3c(-c4cccc(OC)c4)nn(-c4ccccc4)c3c2c1	-16%
CCCCNC(=S)N(C)/N=C/c1cc(Br)ccc1F	22%
CCc1nc2ccccc2c(NC(=O)CN2CCN(c3ccccc3)CC2)c1C	-43%
COc1cccc(CN2CCCCC(N)C2)c1OCCn1ccnc1 (configuration not stated)	31%[activator]
O=C(Cc1ccsc1)N1CCOc2ccc(CN3CCc4ccccc4C3)cc2C1	-15%
CCc1ccc(S(=O)(=O)NCc2csc(C)n2)cc1	16%
CCCSc1nnc(-c2ccccc2NC(C)=O)c(=O)[nH]1	10%
O=C(NC1CCCCC1)N1CCCC(Cn2c(C3CC3)nc3cccnc32)C1 (configuration not stated)	-6%
CSCCCNC(=S)NC1CC(C)(C)NC(C)(C)C1	33%[activator]
Cc1ccc(-c2nc(CNC(=O)[C@@H]3C[C@@H](O)CN3)[nH]c2-c2ccccn2)cc1	-25%
Cc1ccccc1-n1nc(CO)c(C(=O)NCc2cccs2)n1	-26%

3 structures out of the list, arranged by SMILES length, largest number first:
SMILES	KDM5B inh
Cc1ccc(-c2nc(CNC(=O)[C@@H]3C[C@@H](O)CN3)[nH]c2-c2ccccn2)cc1	-25%
CCc1ccc(S(=O)(=O)NCc2csc(C)n2)cc1	16%
CCCCNC(=S)N(C)/N=C/c1cc(Br)ccc1F	22%

Next section:
SMILES	KDM5B inh
Cn1cccc1C(=O)N[C@H]1C[C@@H]2C(=O)N[C@H]3CCN(C(=O)Cc4cccs4)[C@@H]3C(=O)N2C1	-26%
CC(C)NC[C@H]1O[C@@H]2C[C@@H](CC(=O)N3CCC(F)(F)C3)O[C@@H]2[C@@H]1O	4%[86.2 µM]
COCCn1cnnc1CN(C)C(=O)c1ccc2nc(C)cn2c1	?
Cc1ccc(NC(=O)c2ccc(NS(=O)(=O)/C=C/c3ccccc3)cc2)nc1	5%
O=C(NC[C@H]1O[C@@H]2C[C@@H](CC(=O)N3CCC(F)(F)C3)O[C@@H]2[C@@H]1O)Nc1cccc(Cl)c1	-9%
COc1ccc(-c2noc(CN(C(=O)c3ccco3)C(C)C)n2)cc1OC	-10%
Cc1noc(-c2cccs2)c1C(=O)NC1CCc2ccccc21 (configuration not stated)	28µM*
CNC(=O)C1(N2CCC[C@H]2C(=O)N2CCC(C)CC2)CCCCC1	?
COCCN1C[C@H]2CN(C(=O)C3CCC3)C[C@@]2(C(=O)O)C1	-27%
CC(C)=CCC/C(C)=C/CN1CC(=O)N2[C@H](C[C@@]3(n4ccc5ccccc54)c4ccccc4N(S(=O)(=O)c4ccccc4)[C@@H]23)C1=O	12%
COCCNC(=O)CCCN1C(=O)CCn2nc(-c3cccn3C)cc21	-16%
COc1cccc(C(O)c2nccn2Cc2ccccc2)c1 (configuration not stated)	22%
COc1ccc(C(=O)N2C[C@@H](F)[C@@H](OCc3nc4ccc(F)cc4[nH]3)C2)cc1	?
Cc1nc([C@H]2CCN(Cc3ccoc3)C[C@H]2NC(=O)C2CC2)n[nH]1	-16%
Cn1c(=O)c2ccccc2n(CC(=O)Nc2ccc(Cl)cc2F)c1=O	?
CNC(=O)CN(C)C(=O)c1ccc(N2CCNCC2)c(NS(=O)(=O)c2ccc(C(C)C)cc2)c1	1%
Cc1cc(C)c2oc(=O)cc(CN3CCN(c4ccccc4)CC3)c2c1	-17%
Cc1ccccc1OCC1CN(Cc2c[nH]c3ccccc23)C(=O)c2c(ccnc2-c2ccc(OCC(=O)O)cc2)O1 (configuration not stated)	2%
CC(=O)Nc1cccc(C(=O)N2CCCC(n3cc(-c4nc(C5CC5)no4)nn3)C2)c1 (configuration not stated)	14%
CCCCCCSC1=C(C#N)C(c2ccc(C)cc2)CC(=O)N1 (configuration not stated)	20%
CCCN(CCC)C(=O)c1cc([N+](=O)[O-])cc2c1-c1ccc([N+](=O)[O-])cc1C2=C(C#N)C#N	?
CC(C)C(=O)N1CCc2c(n(Cc3ccccc3)n(-c3ccccc3)c2=O)C1	-9%[86.2 µM]
Cc1cc(NC(=O)c2cccnc2)c(C)cc1I	14%
CCOC(=O)C1=C(C)N=C2SC=C(CC(=O)NCCOC)N2C1c1cccc([N+](=O)[O-])c1 (configuration not stated)	-21%
CC(=O)Nc1ccc(NC(=O)CCNc2c(-c3ccc(F)cc3)nc3cnccn23)cc1	28µM*
CCOC(=O)c1c(NC(=O)CCN2CCOCC2)sc2c1CC(C)(C)OC2	-11%
CO[C@@H]1COCC[C@H]1NC1CCN(c2ncc3ccc(F)cc3n2)CC1	28µM*
O=C(c1ccc(C(F)(F)F)cc1)N1CCN(C/C=C/c2ccccc2)CC1	0%
COc1ccccc1N1CCN(c2csc3ccccc3c2=O)CC1	?
COC(=O)c1ccc2c(c1)N(Cc1cc(C)ccc1C)C(=O)c1ccccc1S2(=O)=O	-22%

Sorted by value in KDM5B inh (rising): some entries from above.
SMILES	KDM5B inh
CCOC(=O)C1=C(C)N=C2SC=C(CC(=O)NCCOC)N2C1c1cccc([N+](=O)[O-])c1 (configuration not stated)	-21%
CCOC(=O)c1c(NC(=O)CCN2CCOCC2)sc2c1CC(C)(C)OC2	-11%
O=C(c1ccc(C(F)(F)F)cc1)N1CCN(C/C=C/c2ccccc2)CC1	0%
Cc1cc(NC(=O)c2cccnc2)c(C)cc1I	14%

Next part:
SMILES	KDM5B inh
Cc1ccc2c(c1)N1C(=O)OC[C@@H]1CCN(C(=O)c1ccc(C#N)cc1)C2	-5%[86.2 µM]
COc1ccc(NC(=O)O[C@@H]2CO[C@H]3[C@@H]2OC[C@@H]3NC(=O)Nc2ccc(C(C)=O)cc2)cc1	-19%
CC(C)N1C[C@H](O)C[C@H]1c1nnc2n1CCN(C(=O)CC1CCCCC1)C2	5%
CCOc1ccc(N2C(=O)Nc3ccc(Br)cc3C2(O)C(=O)NCCN(C)C)cc1 (configuration not stated)	24%
C=CCNC(=S)Nc1cccc(C(F)(F)F)c1	9%
COc1cccc([C@@H]2CN(C(=O)CCCC(=O)O)C[C@H]2C(=O)O)c1	-22%
CCOc1ccc(NC(=O)Nc2c(C)n(C)n(-c3ccccc3)c2=O)cc1	13%&-20%
O=C(Nc1ccc(F)cc1)N(Cc1cccc(O)c1)C1CC1	11%
O=C(Nc1ccc(Cl)cc1)c1nc2c(o1)CCN(Cc1cccc(F)c1)CC2	?
COc1ccc(NC(=O)Cn2c(=O)n(Cc3nc(-c4ccccc4)no3)c(=O)c3cc4c(cc32)OCO4)c(OC)c1	11%
CC(=O)c1ccc(N(CC(=O)NC2CCCC2)C(=O)c2csnn2)cc1	29%
CN(C(=O)c1ccc2ccccc2n1)C1CCc2nn(CC3CC3)c(=O)n2CC1 (configuration not stated)	6%
O=C(CCSc1nc(-c2ccc3c(c2)OCO3)cc(C(F)(F)F)n1)N1CCOCC1	2%
Brc1ccc(-c2noc(-c3ccncc3)n2)cc1	24%
Cc1ccc(CN(C)CC(=O)N2CC[C@@](C)(O)[C@@H](O)C2)cc1	-18%
CC(C)c1ccc(/C=C(\C#N)C(=O)NC2CCCCCC2)cc1	10%
Cc1ccc(Nc2nc(CSc3nnc4n3CCCCC4)cs2)cc1	-18%
CC(=O)NCCNC[C@@H]1C=C(C)[C@H](Cc2nnc(-c3cncn3C)o2)C[C@H]1C(C)C	6%[86.2 µM]
Cc1nc(-c2ccccc2)n(Cc2ccc(F)cc2F)c(=O)c1CCO	-19%
Cc1ccc(NS(=O)(=O)c2ccc3oc(=O)c4ncn(C)c4c3c2)cc1C	5%
Cc1cccc(C(=O)N2CCC(Oc3ccccc3F)(C(=O)O)CC2)c1	-10%
COc1ccc(S(=O)(=O)N2CCC3(CCCNC3)C2)c(OC)c1 (configuration not stated)	-26%
CC1CC(Nc2ccccc2)c2ccccc2N1C(=O)c1ccco1 (configuration not stated)	-7%
Cc1nc(N2CCN(C(=O)C(N)=O)CC2)c(C#N)c2c1CCCC2	?
Cn1c(Cc2ccccc2)nnc1SCC(=O)NC1CC1	-1%
CC(C)CCC(=O)NC1CCN(c2cnn(C)c(=O)c2)CC1	22%
COc1cccc(CNC(=O)C2CCCN(c3cnn(Cc4ccccc4)c(=O)c3)C2)c1 (configuration not stated)	-19%
O=C(c1cccs1)N1CCC(N2CC(OCC3CC3)C23CCCCC3)CC1 (configuration not stated)	-3%
CCN(CC(=O)NCc1cccs1)C(=O)C1CC(=O)N(c2cccc3ccccc23)C1 (configuration not stated)	-5%
Oc1c(C(Nc2ccccn2)c2ccccc2F)ccc2cccnc12 (configuration not stated)	15%
O=C(Cc1c[nH]c2ccccc12)N1CCc2c(nc(-c3ccc(F)cc3)[nH]c2=O)C1	-1%
CCN1Cc2nnn(Cc3ccccc3)c2-c2ccccc2S1(=O)=O	17%
Fc1ccc(-c2cnc([C@@H]3COCCN3C3CCC3)[nH]2)cc1	-5%[86.2 µM]
C[S+](=O)([O-])N1Cc2ccccc2CC2(CCN(CC3CCCCC3)CC2)C1	22%[115 µM]
O=C(COc1ccc2c(=O)c(-c3ccccc3)coc2c1)Nc1ccc2c(c1)OCO2	21%
O=c1[nH]nc2n1CCC(NS(=O)(=O)Cc1cccc(F)c1)CC2 (configuration not stated)	24%
COc1cc(Cl)c(C)cc1NC(=O)CSc1nc2c(c(=O)[nH]1)CCC2	-1%
CCOC(=O)C(CC)Sc1ncnc2c1c(-c1ccccc1)cn2-c1ccc(OC)cc1 (configuration not stated)	?
O=C(Cn1c(=O)n(-c2ccccc2Cl)c(=O)c2sc3ccccc3c21)NC1CCCCC1	-45%
COc1ccccc1C1(CC#N)CCOC(C)(C)C1 (configuration not stated)	-11%
Cc1cnc2c(S(=O)(=O)N(CC(C)C)C3CC3)cccc2c1	3%
COc1ccc(CC(=O)Nc2cc(-c3cn4cccnc4n3)ccc2OC)cc1	?
CCCCNC(=O)c1cc(-c2ccc(OC)cc2)nc2ccccc12	?
Cn1c(NC(=O)c2ccc(F)c(F)c2)cc(=O)n(C)c1=O	-9%
CCN(CC)c1nc2ccccc2nc1C(=O)Nc1ccc(C)cc1	18%
CNC(=O)C(C)(C)N1CCC[C@H]1C(=O)NC1CCCCC1	-13%[86.2 µM]
CC(C)c1ccc(NC(=O)c2ccc(F)c(S(=O)(=O)N3CCc4ccccc4C3)c2)cc1	?
Clc1ccc(-c2cn3c4ccccc4n(CCN4CCOCC4)c3n2)cc1	-22%

Some of the entries so far, with each value named:
> CCN(CC(=O)NCc1cccs1)C(=O)C1CC(=O)N(c2cccc3ccccc23)C1 (configuration not stated)
  KDM5B inh = -5%

> Oc1c(C(Nc2ccccn2)c2ccccc2F)ccc2cccnc12 (configuration not stated)
  KDM5B inh = 15%

Bioassay records (PubChem BioAssay)
